IDE act – IDE (human) activation, cell-based | AID 493087 | activation, % at 5.96 µM | 0.073% of 340,000 active | HEK cells, FAbeta-B cleavage, fluorescence polarization; 0% vehicle, 100% cell-free pure enzyme wells | P14735;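 active = activation above the mean of all tested compounds plus 3 SD, set per screening campaign, cut at about 17% in these data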
NS3 helicase inh – blocks Hepatitis C virus NS3 helicase unwinding; NS3 helicase DNA unwinding, Cy5 molecular beacon fluorescence; inhibition, % at 10.9 µM; 0.56% of 290,000 active;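 active = inhibition above the mean of all tested compounds plus 3 SD, set per campaign, cut at about 35% in these data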;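 note: 0% = DMSO wells and 100% = thioflavine S control wells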
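Measured by: Cy5 fluorescence, 0 and 60 min reads / Assay system: NS3 helicase fragment of HCV / Control set: low DMSO, high thioflavine S at 110 µM / Times: 1 h reaction at 25 °C, ATP-initiated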
MEKK3 PB1 HTS – MEKK3-MEK5 PB1 interaction, increase or decrease; Q99759; bead-based flow cytometry, Alexa488-MEK5 binding to MEKK3; actives lie on both sides; 0 = blocked by unlabeled MEK5, 100 = vehicle; binding response (% of control), % at 10 µM; 1.4% of 290,000 active;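 active = binding response more than 3 SD above or below the average of its plate-row segment, actives on both sides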;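 note: Alexa488 bead fluorescence after subtracting the streptavidin-only scavenger bead signal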
VIM-2 inh – blocks Pseudomonas aeruginosa VIM-2 metallo-beta-lactamase; purified VIM-2, nitrocefin hydrolysis, epi-absorbance fluorescence; inhibition, % at 5.6 µM; 0.89% of 290,000 active;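 active = inhibition above the mean of all tested compounds plus 3 SD, cutoff set per screening run, cut at about 7.5% in these data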;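 note: red hydrolysis product quenches plate fluorescence so inhibitors raise well fluorescence; 0% = enzyme with DMSO and 100% = DMSO without enzyme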
SUMO HTRF inh – inhibitors of human SUMOylation (UBC9) | P63279 | HTRF SUMOylation assay, SAE1/SAE2 + UBC9, in vitro | inhibition, % at 35 µM | 0.36% of 290,000 active; in the data active = inhibition above about 50%, passing the limit was not always enough; note: strong numbers were not always called active
Target sequence (P63279 whole entry, looked up): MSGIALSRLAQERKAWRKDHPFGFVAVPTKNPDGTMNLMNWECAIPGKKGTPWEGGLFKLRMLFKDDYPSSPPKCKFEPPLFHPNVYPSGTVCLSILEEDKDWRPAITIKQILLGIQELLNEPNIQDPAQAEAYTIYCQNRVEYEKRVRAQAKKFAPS
PHOSPHO1 inh – inhibitors of human PHOSPHO1 phosphatase; Q8TCT1; recombinant PHOSPHO1, absorbance phosphatase assay; inhibition, % at 13.3 µM; 1.1% of 290,000 active; AID 1565; in the data active = inhibition above about 60%
Target sequence (Q8TCT1 whole entry, looked up): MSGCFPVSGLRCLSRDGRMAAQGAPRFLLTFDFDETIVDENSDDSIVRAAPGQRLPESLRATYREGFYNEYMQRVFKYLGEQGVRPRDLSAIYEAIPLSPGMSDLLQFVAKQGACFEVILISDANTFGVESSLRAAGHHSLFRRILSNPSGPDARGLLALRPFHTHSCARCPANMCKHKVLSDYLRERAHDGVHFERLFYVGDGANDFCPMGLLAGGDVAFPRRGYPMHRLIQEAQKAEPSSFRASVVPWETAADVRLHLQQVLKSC
p-CIP stab down – compounds decreasing mouse p/CIP protein stability; Q05BA5; F442A p/CIP-EGFP cells, EGFP fluorescence, 16 h; decrease of EGFP signal, % at 10 µM; 0.01% of 290,000 active; AID 1984;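 active = EGFP signal decrease of at least 30% at 10 µM or well 3 SD below plate mean, unless failing retest; inactive = the rest, including hits failing retest or dose response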; note: some compounds called inactive have numbers as strong as hits; many of its hits are not listed in these tables
FID counter – fluorescent intercalator displacement, NS3 helicase counter-screen. inhibition, % at 7.9 µM. 0.17% of 290,000 active. DNA fluorescent intercalator displacement, fluorescence. AID 1845; in the data active = inhibition above about 37%;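 note: 0% = vehicle and 100% = reference compound; higher means more ethidium bromide displaced from hairpin DNA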
IMP-1 inh – blocks Pseudomonas aeruginosa IMP-1 metallo-beta-lactamase. purified IMP-1, nitrocefin hydrolysis, epi-absorbance fluorescence. inhibition, % at 5.6 µM. 0.45% of 290,000 active. AID 1556;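 active = inhibition above the mean plus 3 SD of all compounds in the same screening run, cut at about 4.5% in these data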;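 note: 0% = IMP-1 with DMSO and 100% = DMSO wells lacking enzyme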
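System: purified recombinant IMP-1 beta-lactamase. Medium: Zinc- and detergent-supplemented HEPES buffer, pH 7.1. Compound: one 5.6 µM dose […]. Schedule: 15 min preincubation plus 25 min reaction at 25 °C. Technique: Epi-absorbance fluorescence, 480 nm excitation, 530 nm emission.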
Starred values were filed as active, the others as inactive; . = no result given. The list is partial; rates above refer to the full screens.

#	Structure	IDE act	NS3 helicase inh	MEKK3 PB1 HTS	VIM-2 inh	SUMO HTRF inh
1	O=C(Nn1c(-c2ccc(F)cc2)nc2ccccc2c1=O)C1CCCCC1	-2	-5	101	-2.1	21
2	COc1cc(-c2nnc3sc(-c4ccco4)nn23)cc(OC)c1OC	-5	1	104	0.3	12
3	CN(C)S(=O)(=O)N(CC(=O)NCc1ccccc1)c1ccccc1	1	6	88	-2.8	18
4	C=CCC1CCCCC12NC(=O)NC2=O (configuration not stated)	2	4	107	-3.6	10
5	CC(Cc1ccccc1)NC(=S)CN1CCCC1=S (configuration not stated)	7	3	98	-2.5	14
6	Cc1cccc(NNC(N)=S)c1	-6	0	98	1.8	16
7	Nc1nc(SCC(=O)Nc2ccccc2)nc2nc3c(cc12)CCCC3	2	-7	88	0.9	-9
8	COCC(COCCCNC(=O)Nc1ccc(Br)cc1)OC (configuration not stated)	0	-2	.	-3.4	-10

#	PHOSPHO1 inh	p-CIP stab down	FID counter	IMP-1 inh
1	0	-2	-5	3.6
2	9	5	-2	-4.2
3	-8	0	-8	-3.0
4	-21	-3	-2	-1.8
5	20	-17	-7	-4.4
6	-8	-17	1	-1.8
7	-9	-2	-11	0.2
8	-2	-15	-7	-3.7

More entries
#	Structure	IDE act	NS3 helicase inh	MEKK3 PB1 HTS	VIM-2 inh	SUMO HTRF inh
9	Cc1cccc(C(=O)NNC(=O)c2ccc(-c3ccccc3)cc2)c1	2	7	99	-3.0	8
10	c1ccc2c(c1)nc(NC1CCCCC1)c1nncn12	7	0	91	-1.8	-3
11	Cc1cc(C)c(C)c(S(=O)(=O)NCc2ccc(C(=O)N3CCOCC3)cc2)c1C	-5	0	101	-3.3	-1
12	CCOc1ccc2nc(N(CCN(CC)CC)C(=O)c3ccc([N+](=O)[O-])cc3)sc2c1	-1	3	74	0.1	8
13	Cc1ccc(C(=O)Nc2ccc(S(=O)(=O)N3CCOCC3)cc2)cc1C	5	21	104	0.1	-14
14	O=C(CNc1ccc2c(c1)OCO2)N/N=C\c1ccccc1Cl	6	8	97	-5.8	17
15	COC(=O)CCC/C=C1/SCC(NC(=O)c2ccccc2)C1NC(C)=O (configuration not stated)	2	-7	98	-1.0	1
16	NC(=O)COc1ccc(C23CC4CC(CC(C4)C2)C3)cc1	-1	2	103	-1.6	-18

#	PHOSPHO1 inh	p-CIP stab down	FID counter	IMP-1 inh
9	-14	-4	-2	3.8
10	-9	-17	-15	-4.4
11	41	-49	-44	-4.2
12	4	13	17	0.9
13	55	8	-19	0.7
14	-45	-9	-6	-1.3
15	24	-3	-15	-3.8
16	-29	22	-19	-2.4

The listing continues.
#	Structure	IDE act	NS3 helicase inh	MEKK3 PB1 HTS	VIM-2 inh	SUMO HTRF inh
17	COc1cccc(C=O)c1OCCCOc1cccc2cccnc12	-4	-4	100	1.3	22
18	Cc1cnc(NC(=O)Nc2ccccc2)c(C)n1	1	-1	106	0.1	15
19	CCN(CC)C(=O)CC(c1cc(OC)c(OC)c(OC)c1)c1c(O)cc(OC)cc1OC (configuration not stated)	4	.	101	.	5
20	COc1cc(C(=O)N/N=C/c2coc3ccccc3c2=O)cc(OC)c1OC	1	-1	104	18*	10
21	CC(C)N1CN=C(Nc2nc3ccccc3o2)NC1	-1	0	101	-2.3	0
22	O=C(CSc1nc2c(sc3ccccc32)c(=O)n1CCCN1CCCC1)NCc1ccco1	2	-6	104	2.1	2
23	CC(C)P(=O)(Cc1cccc(C#N)c1)C(C)C	-3	8	99	-0.5	16
24	COc1ccc(S(=O)(=O)Nc2cc(C(=O)NCCCOC(C)C)ccc2N2CCOCC2)cc1	1	-6	105	-2.3	10

#	PHOSPHO1 inh	p-CIP stab down	FID counter	IMP-1 inh
17	4	-11	-17	0.9
18	40	-3	-6	-2.2
19	31	-7	.	.
20	16	4	-11	4.0
21	49	-2	-3	-4.4
22	-14	0	12	-3.5
23	12	-4	0	-0.9
24	-10	10	-30	-3.2

Next part:
#	Structure	IDE act	NS3 helicase inh	MEKK3 PB1 HTS	VIM-2 inh	SUMO HTRF inh
25	COc1cccc(NC(=O)CSc2nc3ccccc3nc2N2CCCC2)c1	5	-21	97	0.4	8
26	CCOc1cc(NC(=S)NCCCN2CCOCC2)c(OCC)cc1NC(=O)C(C)C	-2	6	113	-1.7	14
27	Cc1cccc(C)c1OCCNC(=O)C(=O)NCc1ccco1	1	5	104	-3.7	-7
28	Cc1ccc(CNC(=O)CCC2CCCN(Cc3cccc4ncccc34)C2)o1 (configuration not stated)	4	-3	100	-3.8	13
29	Cc1ccc(-n2nnnc2SCC(=O)Nc2sccc2C#N)cc1	4	6	97	-0.8	6
30	CCN1C(=O)c2ccccc2S(=O)c2ccc(C(=O)NCCCN3CCCC3=O)cc21 (configuration not stated)	1	3	82	0.3	-3
31	CSc1nc(C)nc(N/C=C(\C#N)S(=O)(=O)c2ccccc2Cl)n1	2	2	96	-2.5	15
32	O=C(C[n+]1ccccc1)Nc1c(Cl)cc(Cl)cc1Cl	.	-15	86	-1.6	0

#	PHOSPHO1 inh	p-CIP stab down	FID counter	IMP-1 inh
25	-6	0	-24	-0.3
26	-7	-26	-5	-1.6
27	12	-92	-11	-1.6
28	-12	-5	-3	-2.4
29	2	1	-4	-1.2
30	8	-9	-3	-1.8
31	27	-1	-1	-1.2
32	32	1	8	-0.5

Next part:
#	Structure	IDE act	NS3 helicase inh	MEKK3 PB1 HTS	VIM-2 inh	SUMO HTRF inh
33	Cc1cccc(NC(=O)Nc2nnc(N3CCCCC3C)s2)c1C (configuration not stated)	5	-3	118	-3.2	-12
34	Cc1ccc(-c2nn(-c3cccc(F)c3)cc2CN(Cc2nccn2C)C(C)C)o1	2	-52	101	-5.3	-7
35	CCCCOc1ccc(/C(O)=C2/C(=O)C(=O)N(Cc3cccnc3)C2c2ccncc2)c(C)c1 (configuration not stated)	6	7	100	-1.1	10
36	Cc1cc(C)c2c(n1)sc1c(-c3ccccc3)c(C#N)c(N)nc12	-2	-1	108	-2.1	24
37	NC(=O)c1nnn(-c2cccc(C(F)(F)F)c2)c1-c1ccccc1	-1	8	96	0.7	9
38	COc1ccc(OCC(=O)Nc2cc(OC)cc(OC)c2)cc1	1	-5	94	-0.5	4
39	CCC1(c2ccc(Cl)cc2)NC(=O)N(Cc2ccc(C(=O)OC)cc2)C1=O (configuration not stated)	-3	-11	107	-3.0	-9
40	CCCn1c(CCNC(=O)c2cccs2)nc2ccccc21	-2	7	109	-3.7	-2

#	PHOSPHO1 inh	p-CIP stab down	FID counter	IMP-1 inh
33	-2	-14	3	-7.6
34	5	-9	17	-4.2
35	-19	11	-43	-4.1
36	-24	-7	0	-5.0
37	32	0	-14	0.4
38	-28	-5	-12	-2.0
39	-3	1	-22	-3.5
40	-5	-7	-15	-4.5

Some of the entries so far, with two lines to a compound:
Values run as follows: IDE act | NS3 helicase inh | MEKK3 PB1 HTS | VIM-2 inh | SUMO HTRF inh | PHOSPHO1 inh | p-CIP stab down | FID counter | IMP-1 inh
#28 Cc1ccc(CNC(=O)CCC2CCCN(Cc3cccc4ncccc34)C2)o1 (configuration not stated)
    4 | -3 | 100 | -3.8 | 13 | -12 | -5 | -3 | -2.4
#29 Cc1ccc(-n2nnnc2SCC(=O)Nc2sccc2C#N)cc1
    4 | 6 | 97 | -0.8 | 6 | 2 | 1 | -4 | -1.2
#30 CCN1C(=O)c2ccccc2S(=O)c2ccc(C(=O)NCCCN3CCCC3=O)cc21 (configuration not stated)
    1 | 3 | 82 | 0.3 | -3 | 8 | -9 | -3 | -1.8
#31 CSc1nc(C)nc(N/C=C(\C#N)S(=O)(=O)c2ccccc2Cl)n1
    2 | 2 | 96 | -2.5 | 15 | 27 | -1 | -1 | -1.2
#32 O=C(C[n+]1ccccc1)Nc1c(Cl)cc(Cl)cc1Cl
    . | -15 | 86 | -1.6 | 0 | 32 | 1 | 8 | -0.5
#33 Cc1cccc(NC(=O)Nc2nnc(N3CCCCC3C)s2)c1C (configuration not stated)
    5 | -3 | 118 | -3.2 | -12 | -2 | -14 | 3 | -7.6
#34 Cc1ccc(-c2nn(-c3cccc(F)c3)cc2CN(Cc2nccn2C)C(C)C)o1
    2 | -52 | 101 | -5.3 | -7 | 5 | -9 | 17 | -4.2
#35 CCCCOc1ccc(/C(O)=C2/C(=O)C(=O)N(Cc3cccnc3)C2c2ccncc2)c(C)c1 (configuration not stated)
    6 | 7 | 100 | -1.1 | 10 | -19 | 11 | -43 | -4.1
#36 Cc1cc(C)c2c(n1)sc1c(-c3ccccc3)c(C#N)c(N)nc12
    -2 | -1 | 108 | -2.1 | 24 | -24 | -7 | 0 | -5.0
#37 NC(=O)c1nnn(-c2cccc(C(F)(F)F)c2)c1-c1ccccc1
    -1 | 8 | 96 | 0.7 | 9 | 32 | 0 | -14 | 0.4
#38 COc1ccc(OCC(=O)Nc2cc(OC)cc(OC)c2)cc1
    1 | -5 | 94 | -0.5 | 4 | -28 | -5 | -12 | -2.0
#39 CCC1(c2ccc(Cl)cc2)NC(=O)N(Cc2ccc(C(=O)OC)cc2)C1=O (configuration not stated)
    -3 | -11 | 107 | -3.0 | -9 | -3 | 1 | -22 | -3.5
#40 CCCn1c(CCNC(=O)c2cccs2)nc2ccccc21
    -2 | 7 | 109 | -3.7 | -2 | -5 | -7 | -15 | -4.5

Further entries follow:
#	Structure	IDE act	NS3 helicase inh	MEKK3 PB1 HTS	VIM-2 inh	SUMO HTRF inh
41	Cc1ccc(NC(=O)c2cc(S(=O)(=O)NCCC3=CCCCC3)ccc2F)cc1F	6	4	114	-2.0	-4
42	O=C(Cn1nnc2c(cnn2-c2ccccc2)c1=O)NCc1cccs1	4	1	97	-1.2	31
43	C=CCn1c(CNC(=O)c2cccs2)nnc1SCC(=O)c1ccc(Br)cc1	4	-13	102	-2.4	0
44	O=C(/C=C\Nc1ccc(S(=O)(=O)Nc2ncccn2)cc1)c1cccc2ccccc12	-6	13	102	-2.1	17
45	Cc1cc(C(=O)CSc2ncccn2)c(C)n1Cc1ccco1	3	-1	107	-0.6	5
46	Cc1occc1-c1nnc(SCC(=O)Nc2nc(-c3ccccc3)cs2)o1	4	9	104	-3.1	29

#	PHOSPHO1 inh	p-CIP stab down	FID counter	IMP-1 inh
41	-6	4	-2	1.3
42	-5	-2	2	-1.0
43	0	1	-24	-1.8
44	51	7	-19	-2.8
45	-5	-7	-3	-2.3
46	14	4	-9	-1.0

From PubChem BioAssay
